# Source: PubChem BioAssay
# zVAD death inh – blocks zVAD induced death of L929 cells; viability rescue, % at 10 µM; L929 zVAD necroptosis rescue, ATP luminescence, 24 h; with zVAD 60 µM; actives 0.38% (n = 220,000);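 active = activation, scaled between plate controls, above about 75%, limit read from the data; inactive = activation under that limit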;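 note: 0% = zVAD with DMSO and 100% = DMSO alone without zVAD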
# TNF necrop inh – blocks TNF-alpha induced death of Jurkat FADD-/- cells; Jurkat FADD-/- TNF necroptosis rescue, ATP luminescence, 24 h; 0 = TNF only, 100 = no-TNF cells; activation (protection from cell death), % at 10 µM; actives 0.068% (n = 220,000);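 active = activation, meaning protection from cell death, of at least 50% relative to plate controls; inactive = activation below 50%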;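 note: necroptosis triggered by 40 ng/mL TNF-alpha added together with compound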
# Tb hexokinase – blocks Trypanosoma brucei hexokinase 1 activity | recombinant TbHK1, G6PDH-coupled NADH A340 | actives 0.11% (n = 220,000) | inhibition, % at 10 µM | AID 1430;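 active = inhibition of 50% or more in the single-dose primary screen; inactive = inhibition below 50%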
# Wee1 stabilizer – inhibitors of human Wee1 degradation; P30291; HeLa Luc-Wee1K328M stability, luciferase luminescence; 100% = proteasome inhibitor MG132 effect; reporter increase, % at 5 µM; actives 1.2% (n = 220,000);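 active = activation above the mean of all tested compounds plus 3 SD, set per screening run, cut at about 8.8% in these data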;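 note: cells exposed to compound for 20 h before luminescence read; 0% = DMSO alone and 100% = MG132 at 30 µM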
# CHOP inhibitor – CHOP inhibition in unfolded protein response; CHO-K1 CHOP-promoter luciferase, tunicamycin-induced, 15-18 h; inhibition, % at 10 µM; actives 3.8% (n = 220,000);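 active = compounds that reduced the stress-induced luciferase reporter signal by more than about 70% of percent inhibition, limit read from the data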;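 note: 0% = tunicamycin plus vehicle and 100% = wells without tunicamycin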
# FXIa inh 1536 – factor XIa (human) inhibition. P03951. purified FXIa, Boc-Glu-Ala-Arg-AMC fluorogenic substrate. inhibition, % at 5 µM. actives 0.14% (n = 220,000). AID 798;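 active = inhibition of at least 40%; inactive = inhibition below 40%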;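 note: fluorescence of freed AMC excited at 355 nm; 0% = enzyme without compound and 100% = no enzyme blank; many of its hits are not listed in these tables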
# PPC-1+TRAIL kill – compounds killing PPC-1 cancer cells with TRAIL present (potentiator screen, no TRAIL-free arm). cell killing (% activity), % at 4 µM. actives 0.41% (n = 220,000). AID 1443. PPC-1 cells + TRAIL, ATPLite viability luminescence;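 active = cell killing above 50% in the first pass at 4 µM, then a duplicate retest at 5 µM averaging 50% or more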;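 note: plate controls were cells with TRAIL plus DMSO for no effect and medium-only wells lacking cells for full effect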
# PGE2 EP2 inh – EP2 receptor (human) inhibition; P43116; C6 glioma cells expressing human EP2, cAMP TR-FRET; cells stimulated with saturating PGE2; inhibition, % at 25 µM; actives 0.52% (n = 260,000); AID 1422;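 active = percent inhibition above 40 after rounding to a whole number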;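 note: rat C6 glioma host cells with rolipram phosphodiesterase inhibitor present; the protocol text gives 20 µM as final concentration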
# FXIIa inh – factor XIIa (human) inhibition. inhibition, % at 5 µM. actives 0.3% (n = 220,000). P00748. AID 800. purified FXIIa, Boc-QGR-AMC fluorogenic substrate, 2 h; in the data active = inhibition above about 40%;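 note: 0% = enzyme with no compound and 100% = blank without enzyme; many of its hits are not listed in these tables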
# Target sequence (P00748 20-372 limits assumed): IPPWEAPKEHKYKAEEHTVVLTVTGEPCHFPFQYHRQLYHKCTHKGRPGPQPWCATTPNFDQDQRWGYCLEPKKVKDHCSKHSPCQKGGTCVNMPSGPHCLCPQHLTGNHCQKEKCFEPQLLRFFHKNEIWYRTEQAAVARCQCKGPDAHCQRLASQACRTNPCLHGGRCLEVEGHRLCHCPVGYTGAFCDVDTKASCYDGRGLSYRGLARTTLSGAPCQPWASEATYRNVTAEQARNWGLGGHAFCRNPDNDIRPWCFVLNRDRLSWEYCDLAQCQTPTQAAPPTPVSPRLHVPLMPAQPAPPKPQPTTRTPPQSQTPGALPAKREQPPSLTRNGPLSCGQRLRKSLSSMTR
# Target sequence (P00748 373-615 limits assumed): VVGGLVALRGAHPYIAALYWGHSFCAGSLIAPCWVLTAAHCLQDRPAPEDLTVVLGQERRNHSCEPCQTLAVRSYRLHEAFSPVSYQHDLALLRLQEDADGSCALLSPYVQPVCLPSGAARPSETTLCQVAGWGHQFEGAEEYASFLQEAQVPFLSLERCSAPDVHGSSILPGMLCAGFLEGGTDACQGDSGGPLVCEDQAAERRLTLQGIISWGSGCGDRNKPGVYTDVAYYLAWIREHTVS
# Numbers without * were called inactive; nt = no result given. An excerpt (hit frequency here may not be typical).
mol,zVAD death inh,TNF necrop inh,Tb hexokinase,Wee1 stabilizer,CHOP inhibitor,FXIa inh 1536,PPC-1+TRAIL kill,PGE2 EP2 inh,FXIIa inh
COc1ccc(-c2nc(CS(=O)CC(=O)NCCC3=CCCCC3)c(C)o2)cc1 (stereo not given),1.0,0.0,0,-1,54,-6,13,11,3
CCCn1c(N)c(C(=O)COC(=O)c2c(C)noc2C)c(=O)n(C)c1=O,-0.3,-0.7,3,-1,9,-5,21,8,9
CN(C)c1ccc(/C=N/NC(=O)c2ccc(CN3C(=O)c4cccc5cccc3c45)cc2)cc1,1.4,2.7,-20,-2,10,3,11,12,9
Cc1c(Cl)cccc1N/C(=N/S(=O)(=O)c1cccs1)c1ccccc1,-0.9,-0.6,-6,-2,57,-5,34,6,8
COc1ccc(C(C(=O)NC2CCCCC2)N(C(=O)CCl)c2ccccc2Cl)cc1 (stereo not given),-0.1,-1.6,3,4,67,1,-3,6,-2
CCOC(=O)c1ccc(NC=C2C(=O)OC3(CCCCC3)OC2=O)cc1,0.2,0.2,4,0,28,-5,24,7,5
Brc1ccc(C2=CC(c3cccs3)n3ncnc3N2)cc1 (stereo not given),-0.1,-0.9,-5,-4,24,3,8,5,15
CCNc1ccc(S(=O)(=O)NCCN(C)C)cc1[N+](=O)[O-],0.7,1.5,1,-1,-4,2,-5,9,13
Cc1nn(-c2ccccc2)c(C)c1NC(=O)COc1ccc(Br)cc1Cl,0.6,-0.1,2,-3,25,1,4,5,8
O=C(C[n+]1ccccc1)Nc1ccccc1C(=O)O,1.9,0.2,-2,-1,-6,-5,3,3,0
O=C(CSc1nc2ccccc2c(=O)n1Cc1ccco1)N1CCCCCC1,-0.5,-0.8,4,-1,11,0,6,4,9
CC1=CC2=NC(=O)/C(=C/c3cccs3)C(=N)N2O1,0.3,3.3,-51,-1,2,-5,5,7,0
Cn1cnnc1Sc1ccc(/C=C/C(=O)c2ccc(O)cc2)cc1[N+](=O)[O-],0.8,-2.1,-31,1,-2,-3,12,7,4
Clc1ccc(-c2csc(N3CCSCC3)n2)cc1,-0.2,0.9,12,3,40,4,5,6,3
O=C(Nc1cccnc1)c1ccc([N+](=O)[O-])cc1Cl,2.8,-0.1,-4,0,9,-2,17,6,7

# (cont.)
mol,zVAD death inh,TNF necrop inh,Tb hexokinase,Wee1 stabilizer,CHOP inhibitor,FXIa inh 1536,PPC-1+TRAIL kill,PGE2 EP2 inh,FXIIa inh
CCC(C)OC(=O)C1=C(C)NC(=O)NC1c1ccc(F)cc1 (stereo not given),0.6,-3.9,0,-1,4,-3,6,12,7
CCOc1ccccc1NC(=O)COC(=O)CC(NC(N)=O)c1ccc(Cl)cc1 (stereo not given),-0.5,1.3,1,1,29,-3,27,3,3
O=C(COC(=O)c1cc[n+]([O-])cc1)Nc1ccc(SC(F)F)cc1,-0.5,1.1,-10,0,4,-1,14,3,5
C/C(=N\N1C(=O)CSC1=S)c1ccc(Br)cc1,1.0,0.8,-4,-3,16,1,6,8,-1
O=C1N(c2ccccc2)C(c2ccc(Cl)cc2)N2CCCN12 (stereo not given),-0.6,1.5,1,0,0,4,-6,7,12
COCCN(CCOC)CC(O)COC(c1ccccc1)c1ccccc1 (stereo not given),-1.0,0.1,-1,1,9,0,20,3,8
COC(=O)Cc1ccc(NC(=S)N2CCN(c3cc(Cl)ccc3C)CC2)cc1,0.3,-3.4,-5,6,26,2,19,4,10
CC(C)NC(=O)COC(=O)c1cncc(Br)c1,-0.5,0.1,-1,0,-16,-3,14,3,3
Cc1ccc(C(=O)N2CCN(C3c4cccc5cccc(c45)C3NS(=O)(=O)c3ccccc3)CC2)cc1 (stereo not given),0.0,-0.6,-9,-2,-6,8,21,11,16
Cc1c(Cl)cccc1NC(=O)CSc1ccc(-c2cccnc2)nn1,3.0,2.2,4,1,-8,-3,-8,13,6
CC(=O)Nc1cccc(OC(=O)COc2ccc(Br)cc2)c1,0.7,2.0,3,0,13,-5,-7,7,12
O=c1[nH]c(Cc2ccccn2)nc2scc(-c3ccc(Cl)cc3)c12,0.5,-3.3,1,4,18,-7,14,10,-1
O=C(N/N=C/c1ccccc1C(=O)O)c1cccc(S(=O)(=O)Nc2cc(Cl)ccc2Cl)c1,0.3,0.7,-9,-2,7,-5,-2,1,-2
CC[C@H](C)[C@@H]1NC(=O)c2cc([N+](=O)[O-])cc(F)c2NCCCC[C@@H](C(N)=O)NC(=O)[C@H](CCCCN)NC1=O,1.0,1.7,-88,-4,9,-1,-10,14,9
CCN(CC)CC(C)(C)COC(=O)c1oc2ccccc2c1C,0.4,6.6,-1,4,10,1,-1,8,5

# More structures:
mol,zVAD death inh,TNF necrop inh,Tb hexokinase,Wee1 stabilizer,CHOP inhibitor,FXIa inh 1536,PPC-1+TRAIL kill,PGE2 EP2 inh,FXIIa inh
CCN(CC)CCNC(=O)c1ccccc1C(=O)c1ncc[nH]1,0.1,-3.1,3,2,6,-7,23,11,-5
CC(C)N(CCCNC(=O)c1ccc(N2CCCC2=O)cc1)Cc1ccccc1,-0.2,-0.2,0,-3,-11,8,-3,8,0
Cc1ccc(CNC(=O)c2cc(COc3c(F)cccc3F)on2)s1,0.6,2.3,2,-1,28,2,-1,5,11
COC(=O)c1[nH]c2ccc(F)cc2c1NC(=O)CCN1CCN(C(=O)c2ccco2)CC1,-0.4,-3.0,-6,0,10,-7,1,12,6
O=C(C1=C(O)C(=O)N(c2ncccn2)C1c1cccs1)c1ccco1 (stereo not given),1.2,0.6,-14,-1,-81,-4,24,30,-5
CCC1(C(=O)c2ccccc2)C(c2ccc([N+](=O)[O-])cc2)C1(C(=O)OC)C(=O)OC (stereo not given),-0.7,1.2,14,4,-3,6,1,7,7
COc1cccc(NC(=O)Nc2nnc(N3C(C)CCCC3C)s2)c1 (stereo not given),8.2,2.6,-2,-3,20,3,0,14,1
COc1ccc(S(=O)(=O)N2CCC(C(=O)NCC3CCCO3)CC2)cc1OC (stereo not given),0.4,0.8,-4,-1,11,-1,-10,3,7
Cc1ccc(-c2[nH]c(-c3ccc(Cl)cc3)nc2SCC(=O)NCC2CCCO2)cc1 (stereo not given),nt,0.2,4,0,54,0,13,15,7
COc1ccc(CCNC(=O)Cn2nc([N+](=O)[O-])c(Br)c2C)cc1OC,0.5,2.7,23,3,0,8,10,8,11
Nc1nc(N2CCN(c3cccc(Cl)c3)CC2)n[nH]1,2.8,-0.4,-6,0,0,-7,-1,9,1
O=C(COc1ccc(/C=N/NC(=O)C(=O)N2CCCCC2)cc1)Nc1ccccc1Cl,25,0.4,-4,1,1,-4,nt,8,4
CCOC(=O)CC1(C)SC(NC(C)=O)=NN1C(C)=O (stereo not given),12,0.7,-11,0,5,-5,nt,12,3
COc1cc(S(=O)(=O)n2ccnc2)ccc1Br,3.4,0.4,10,4,-3,-1,-5,6,10
COc1cccc(N2CCN(C3OC(=O)c4ccccc43)CC2)c1 (stereo not given),-0.1,-3.9,5,0,4,10,0,11,16

# Next part
mol,zVAD death inh,TNF necrop inh,Tb hexokinase,Wee1 stabilizer,CHOP inhibitor,FXIa inh 1536,PPC-1+TRAIL kill,PGE2 EP2 inh,FXIIa inh
Cc1ccc(-c2cn(S(=O)(=O)c3cccc([N+](=O)[O-])c3)nc2N)cc1,-0.5,0.8,0,1,15,3,22,5,8
CCCCNC(=O)C1CCC(CNS(=O)(=O)c2ccc(C)cc2)CC1 (stereo not given),0.4,0.3,3,0,10,4,12,6,3
OCCC1CN(Cc2cccn2-c2nccs2)CCN1CCc1ccccc1 (stereo not given),-1.7,0.4,-4,4,5,4,6,2,9
CCOc1cc(NC(=S)NCCCN2CCOCC2)c(OCC)cc1NC(=O)c1cccc(C)c1,0.4,0.8,-12,-1,-6,-2,nt,5,3
O=S(=O)(Nc1cccc(CCc2ccccn2)c1)c1ccc(Cl)cc1,0.4,1.9,7,-3,9,9,11,2,6
